Screening data (PubChem)
CF NFkB block – inhibitors of PAF-induced NF-kB signaling, primary screen, cell-based, GFP fluorescence, uHTS. KKLEB NF-kB-GFP reporter, GFP fluorescence overnight. inhibition, % at 5 µM. hit rate 0.86% among 360,000;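 active = at least 50% inhibition at 5 µM, scaled per plate between neutral and stimulator controls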;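 note: PAF is a Pseudomonas aeruginosa culture filtrate used as stimulus; plate controls were PAF-stimulated DMSO wells for no effect and unstimulated DMSO wells for full effect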
KKLEB cytotox – cytotoxicity in KKLEB CF airway cells, primary screen, cytotoxicity control for CF NF-kB inhibitor project, cell-based, uHTS, fluorescence assay plates; KKLEB CF airway cells viability, ATPlite luminescence, overnight; hits give low values; cells stimulated with P. aeruginosa culture filtrate; activity change (cytotoxicity), % at 5 µM; hit rate 0.36% among 360,000;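 active = corrected activity change at or below -50% at 5 µM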
Shn3 inh set2 – reduction of Shn3 3'UTR firefly luciferase signal, primary screen, Schnurri-3 inhibitor project, cell-based, Clone20 osteoblasts, set 2. hit rate 0.52% among 360,000. inhibition, % at 12.5 µM. Clone20 osteoblast Shn3 3'UTR firefly luciferase, 24 h;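 active = mean inhibition of at least 75% with every replicate also reaching 75%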;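 note: 0% = median of neutral control wells and 100% = pilot-screen positive control compound; some compounds past the cut are filed as inactive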
C8 TRAIL sens – viability loss with TRAIL in NB7+C8 cells, primary screen, TRAIL sensitizer project, cell-based, ATPlite luminescence; hit rate 1% among 360,000; inhibition (viability loss, TRAIL sensitization), % at 10 µM; AID 624354, 2012;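 active = compounds causing at least 50% loss of cell viability in the single-dose screen, relative to plate controls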
Peg3 prom inh – Peg3 promoter-driven luciferase inhibitors, primary screen, cell-based, HeLa, luciferase luminescence. AID 588405, 2011. inhibition, % at 20 µM. hit rate 1.7% among 360,000. HeLa PEG-Prom luciferase reporter, overnight;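 active = inhibition of at least 50% at 20 µM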
NR2E3 ag-1 – inhibitors of NR2E3-RetCOR corepressor binding, primary screen, NR2E3 agonist project, biochemical, TR-FRET, GST-NR2E3, biotin-RetCOR. inhibition of corepressor binding, % at 4.78 µM. AID 2300, 2010. hit rate 0.12% among 320,000. 1536-well. Photoreceptor-specific nuclear receptor (Homo sapiens), Q9Y5X4;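 active = percent inhibition above the cutoff of mean plus 3 SD of all tested compounds, set per screening campaign, cut at about 20% in these data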;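 note: 0% = DMSO wells and 100% = biotin wells as full block of FRET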
Target sequence (Q9Y5X4 whole entry, looked up): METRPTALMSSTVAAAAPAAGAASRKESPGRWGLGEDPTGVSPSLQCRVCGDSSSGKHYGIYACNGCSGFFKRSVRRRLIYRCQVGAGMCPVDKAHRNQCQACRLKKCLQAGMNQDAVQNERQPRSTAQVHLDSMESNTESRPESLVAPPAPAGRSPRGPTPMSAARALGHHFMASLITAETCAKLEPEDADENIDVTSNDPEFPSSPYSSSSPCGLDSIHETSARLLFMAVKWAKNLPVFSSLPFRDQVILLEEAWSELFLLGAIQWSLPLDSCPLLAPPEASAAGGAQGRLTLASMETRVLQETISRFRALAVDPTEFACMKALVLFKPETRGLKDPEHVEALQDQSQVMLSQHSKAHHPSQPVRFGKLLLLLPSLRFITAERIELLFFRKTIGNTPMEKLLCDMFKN
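Format: 1536-well format; test system: GST-NR2E3 and biotin-RetCOR proteins; read-out basis: percent inhibition of TR-FRET ratio; timing: 5 h incubation at 4 °C; detection: time-resolved FRET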
hiPSC survival – enhancers of single-cell hiPSC survival, primary screen, ATPlite luminescence | 100% = ROCK inhibitor wells, 0% = DMSO | survival enhancement, % at 20 µM | hit rate 0.044% among 360,000 | AID 602274, 2012; in the data active = survival enhancement above about 18%;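 note: cells exposed to compounds for 16 hours before the ATP read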
HIF-2a inh – HIF-2a reporter inhibitors, primary screen, luminescence, 786-0 RCC cells. inhibition, % at 18.8 µM. AID 624352, 2012. 786-0 RCC cells HIF-2a reporter, luciferase luminescence, overnight. hit rate 0.72% among 360,000;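 active = inhibition of the luminescence signal of 40% or more relative to plate controls, in a single-dose primary screen at 18.75 µM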
EBV LMP1 NFkB – EBV LMP1-driven NF-kappaB luciferase reporter inhibitors, primary screen, cell-based, luminescence, single point; AID 504558, 2011; LMP1-induced NF-kappaB luciferase reporter cells; inhibition, % at 12.5 µM; hit rate 0.69% among 350,000; in the data active = inhibition above about 41%;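 note: 0% = neutral control wells and 100% = reference inhibitor control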
TRPM1 prom inh – inhibitors of MITF-dependent TRPM1 promoter reporter, primary screen, cell-based, SK-MEL-5, single point, luciferase; AID 488899, 2010; hit rate 0.83% among 330,000; SK-MEL-5 TRPM1 promoter luciferase, 24 h; inhibition, % at 12.5 µM;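 active = mean inhibition across replicates of 60% or more, whatever share of single replicates reaches that level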; note: values of inactives mirror those of a sister screen read the other way
NR2E3 ag-2 – NR2E3 agonists in two-hybrid cells, primary screen, cell-based, luminescence, CHO-S, Gal4-NCOR/VP16-NR2E3; hit rate 0.35% among 360,000; luciferase; AID 602229, 2012; inhibition of corepressor binding, % at 3.98 µM;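 active = inhibition above the mean of all tested compounds plus 3 SD, cut at about 70% in these data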;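 note: 0% = DMSO with NR2E3 transfected cells and 100% = cells lacking NR2E3 construct; higher means lower luciferase signal from less NR2E3 corepressor binding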
* hit, by the source's call; nt = no result given. Not all compounds are listed; count on the stated rates, not on these rows.

SMILES | CF NFkB block | KKLEB cytotox | Shn3 inh set2 | C8 TRAIL sens | Peg3 prom inh | NR2E3 ag-1 | hiPSC survival | HIF-2a inh | EBV LMP1 NFkB | TRPM1 prom inh | NR2E3 ag-2
CC1CCN(CCCNc2cc(NCCO)c([N+](=O)[O-])c3nonc23)CC1 | -22 | 1 | -15 | -18 | -7 | -1 | 0.2 | 18 | -5 | -15 | -10
CSc1nc(-c2cccs2)c(C#N)c(=O)[nH]1 | -12 | 12 | -19 | -10 | 17 | 17 | 0.3 | -14 | -1 | -2 | -19
CC(NC(=O)CNC(=S)N(Cc1cccs1)C1CCCC1)c1ccccc1 (stereo not given) | 7 | -5 | -4 | 2 | 26 | 1 | -0.7 | 10 | -4 | 3 | 6
Cn1c(=O)[nH]c(=O)c2c1nc(N1CCOCC1)n2CCN1CCOCC1 | -7 | 5 | -17 | 6 | 2 | 1 | -0.3 | 6 | 10 | 0 | -4
O=C(c1ccc(OC2CCN(CCCc3ccccc3)CC2)cc1)N1CCCC1 | 0 | -2 | -2 | 2 | 4 | -2 | 0.0 | 13 | -1 | 8 | 1
COC(=O)[C@]1(C)N[C@H](CN(C)C(=O)c2ccc(F)cc2)[C@@H]2C(=O)N(C)C(=O)[C@@H]21 | -20 | 1 | 7 | 3 | 6 | nt | 4.4 | 0 | -20 | -3 | -14
CC(C)(CNC(=O)c1cccc(F)c1)CNC(=O)c1cccc(F)c1 | -5 | -3 | -54 | 17 | 11 | -2 | -0.8 | 7 | -7 | 6 | 9
CCCCCCCN1CCC(=O)N([C@H](CO)CC(C)C)CC1 | -2 | -3 | 6 | -11 | -2 | 0 | -1.8 | 9 | 5 | 8 | -15
COc1cc(OC)cc(-c2nnc(SCC(=O)NCc3cccs3)o2)c1 | 0 | -14 | -3 | -14 | 4 | 1 | -0.9 | 15 | -7 | 1 | -30
NS(=O)(=O)c1ccc(NC(=S)N2CCN(Cc3ccc(Cl)c(Cl)c3)CC2)cc1 | -2 | 12 | 21 | 4 | 9 | -1 | -1.0 | 10 | -6 | -14 | -38
O=C(c1n[nH]c(=O)c2ccccc12)N1CCN(Cc2ccc3c(c2)OCO3)CC1 | 6 | 4 | -2 | -10 | 6 | 1 | 1.9 | 14 | 1 | -1 | 13
COC(=O)C1(C)NC(=O)c2ccccc2N1 (stereo not given) | -26 | -2 | -29 | 9 | 12 | 0 | 2.4 | 7 | -12 | 4 | -33
Cc1ccc2c(c1)N=C(c1ccccc1)CC(C(Cl)Cl)=N2 | -6 | 7 | -21 | 58* | -219 | 2 | -0.9 | -202 | -5 | -35 | -125
COCCn1c(C)cc(C(=O)COc2ccc(N(C)S(=O)(=O)c3ccc(C)cc3)cc2)c1C | 0 | 12 | 19 | 0 | 21 | 2 | -0.4 | 14 | -1 | 5 | -35
CCN1CCN(c2ccc(S(=O)(=O)N3CCCCC3)cc2NC(=O)c2ccc(F)cc2)CC1 | 9 | -10 | -22 | -10 | 9 | -2 | -1.8 | 9 | 7 | -1 | -14
CCOc1ccc(C=NNc2ccc(S(=O)(=O)Nc3ccccc3C(=O)O)cc2[N+](=O)[O-])cc1 | 38 | 2 | 7 | 4 | 10 | nt | 0.5 | -9 | 3 | 8 | 7
COc1ccc(OC(C)C(=O)Nc2cccc([N+](=O)[O-])c2)cc1 (stereo not given) | -6 | 10 | -4 | -12 | -1 | -2 | -1.5 | 5 | -2 | -1 | 17
C/C(CC(=O)Nc1ccc(Cl)cc1Cl)=N\NC(=O)c1cnccn1 | 4 | 7 | -5 | 8 | 7 | 3 | 0.4 | 10 | 1 | 5 | -10
O=C(Oc1ccc(C(=S)N2CCOCC2)cc1)c1ccc(F)cc1 | 2 | 14 | -10 | 10 | -9 | 2 | 0.0 | 10 | 4 | 5 | 3
O=C1CCCN1c1cc(Cl)cc(Cl)c1 | 2 | -5 | -18 | 6 | 19 | 1 | 0.9 | 15 | 7 | 1 | 18
CCN(C(=O)COc1cc(OC)ccc1C(C)=O)C1CCS(=O)(=O)C1 (stereo not given) | 2 | -31 | -5 | 1 | 13 | 3 | -0.5 | -13 | 1 | 4 | 14
CCCc1ccc(NC(=O)C2CCN(c3cnccn3)CC2)cc1 | -24 | 3 | 14 | 2 | 9 | -1 | -0.2 | 0 | -4 | -3 | 15
Cc1cc(C)c(NC(=O)CS(=O)CC(=O)NCCN2CCCCCC2)c(C)c1 (stereo not given) | -6 | 0 | -11 | 10 | 16 | 3 | 0.0 | 10 | 2 | -6 | 6
COC(=O)C1=C(C)N(c2cc(C)cc(C)c2)/C(=C/c2ccco2)C1=O | 17 | -10 | 6 | -1 | 7 | 0 | -2.0 | 23 | 1 | 6 | -1
COc1ccc(C(=O)NC(C)c2cccnc2)cc1S(=O)(=O)N(C)Cc1ccccc1 (stereo not given) | -1 | -22 | 1 | 3 | 24 | nt | -0.2 | 20 | 4 | 2 | 0

A draw from above in order of molar mass, ascending.
SMILES | CF NFkB block | KKLEB cytotox | Shn3 inh set2 | C8 TRAIL sens | Peg3 prom inh | NR2E3 ag-1 | hiPSC survival | HIF-2a inh | EBV LMP1 NFkB | TRPM1 prom inh | NR2E3 ag-2
COc1ccc(OC(C)C(=O)Nc2cccc([N+](=O)[O-])c2)cc1 (stereo not given) | -6 | 10 | -4 | -12 | -1 | -2 | -1.5 | 5 | -2 | -1 | 17
CCCc1ccc(NC(=O)C2CCN(c3cnccn3)CC2)cc1 | -24 | 3 | 14 | 2 | 9 | -1 | -0.2 | 0 | -4 | -3 | 15
Cn1c(=O)[nH]c(=O)c2c1nc(N1CCOCC1)n2CCN1CCOCC1 | -7 | 5 | -17 | 6 | 2 | 1 | -0.3 | 6 | 10 | 0 | -4
COc1ccc(C(=O)NC(C)c2cccnc2)cc1S(=O)(=O)N(C)Cc1ccccc1 (stereo not given) | -1 | -22 | 1 | 3 | 24 | nt | -0.2 | 20 | 4 | 2 | 0

The listing continues:
SMILES | CF NFkB block | KKLEB cytotox | Shn3 inh set2 | C8 TRAIL sens | Peg3 prom inh | NR2E3 ag-1 | hiPSC survival | HIF-2a inh | EBV LMP1 NFkB | TRPM1 prom inh | NR2E3 ag-2
CC1C(=O)NN=C1C(=O)N/N=C/c1cccs1 (stereo not given) | -13 | 8 | -12 | 2 | 0 | -3 | -1.3 | 2 | 2 | -12 | -15
CCCOc1ccc(C(=O)CCNc2ccc(C)c(Cl)c2)cc1 | 9 | 4 | 12 | 14 | -5 | 0 | -0.1 | -2 | 10 | -1 | -9
CC(=O)Nc1ccc(-n2nnnc2SCC(=O)NC2CCCC2)cc1 | 3 | 1 | 7 | -3 | 1 | 1 | -0.2 | 24 | -5 | -5 | 13
COC(Cn1c2c(c3cc(C)ccc31)CCCC2NCc1ccccc1)OC (stereo not given) | 8 | -6 | 15 | 8 | 12 | nt | -0.6 | 12 | nt | nt | -7
O=C(NCC1COc2ccccc2O1)C1CCCN(S(=O)(=O)c2cccc3cccnc23)C1 (stereo not given) | -2 | 4 | 15 | 5 | 13 | 0 | -0.7 | 9 | -1 | 17 | 16
CCCS(=O)(=O)c1nc(S(=O)(=O)c2ccc(C)cc2)c(N2CCN(CCO)CC2)s1 | -3 | 4 | -13 | 10 | 17 | 2 | -0.5 | -4 | 2 | 18 | -47
CCN1C(=O)N[C@@H](c2cccc(C(F)(F)F)c2)C(C(=O)OC)=C1C | -3 | 13 | -7 | -9 | 11 | -1 | -0.7 | 20 | -4 | 2 | -24
O=C1C(Cl)=C(NC2CCCCC2)C(=O)N1Cc1ccccc1 | 2 | -12 | 3 | -1 | 1 | 2 | -0.3 | 6 | 0 | 18 | -25
COc1ccc(Cl)cc1NC(=O)CN(C)CC(=O)Nc1ccccc1N1CCOCC1 | 9 | 2 | 3 | -35 | 27 | 1 | 0.5 | 25 | 5 | 16 | -28
OC1(c2ccc(Br)cc2)CN(c2ccccc2)C2=[N+]1CCS2 (stereo not given) | 0 | 13 | 16 | -12 | 11 | -1 | 0.1 | 10 | 16 | -10 | 16
CCCn1nnc(NC(=S)NC(=O)CC)n1 | 3 | 5 | 10 | -5 | 2 | 4 | -1.8 | -7 | 2 | 0 | 5
N#Cc1ccc(C(=O)OCC(=O)Nc2cccnc2Cl)cc1 | 7 | -2 | -2 | 0 | -6 | 3 | -0.5 | -3 | -1 | 0 | -15
CC(=O)Nc1cccc2cc(S(=O)(=O)O)ccc12 | -21 | 2 | -9 | -16 | -9 | nt | 2.0 | 13 | nt | nt | -12
O=S(=O)(N/N=C\C=C\c1ccccc1)c1ccc(Cl)cc1 | 1 | -10 | -8 | -26 | -3 | 6 | -1.2 | -14 | -4 | 0 | -17
CCCN1CCN(CCNC(=O)Nc2ccccc2Cl)CC1 | -18 | 4 | 10 | -6 | 9 | nt | 0.0 | 13 | -5 | -2 | -18
O=C(Cn1cc(C(F)(F)F)ccc1=O)N/N=C/c1ccc(Cl)cc1Cl | 7 | -7 | -8 | -2 | 23 | 3 | 2.3 | 16 | 1 | 5 | 18
CCCn1nc(C(=O)Nc2cc(S(=O)(=O)Nc3ccc(OC)cc3)ccc2O)c2ccccc2c1=O | -24 | 24 | 9 | -5 | 19 | nt | 1.4 | 21 | 1 | -8 | -1
C/C(O)=C(\C#N)P(=O)(c1ccccc1)c1ccccc1 | 12 | -2 | -17 | -8 | -5 | -3 | 1.7 | 21 | -7 | 2 | 16
Cc1ccc(C(=O)NCCc2cccc(Cl)c2)cc1[N+](=O)[O-] | 30 | -19 | -24 | 5 | -166 | 1 | 1.0 | -179 | -19 | -49 | -60
OCCn1c(C(F)(F)F)nc2ccccc21 | 12 | -1 | -20 | -3 | -3 | 3 | 0.8 | -6 | -10 | 6 | -7
Cc1ccc(S(=O)(=O)Cc2ccc(C(=O)OCc3ccccc3)cc2)cc1 | 10 | -3 | 3 | 1 | 10 | -1 | 1.6 | 7 | 1 | 4 | 3
CN1CCN(C(=O)CSc2nnc(COc3ccccc3)o2)CC1 | 10 | 4 | 8 | 12 | -18 | 5 | 5.2 | 9 | -3 | 4 | 16
Cc1ccc(S(=O)(=O)n2c(N)nc3ccccc32)cc1 | 26 | -4 | -18 | 1 | 28 | 2 | 0.8 | 19 | 2 | 7 | 4
O=C(O)CCC(=O)Nc1ccc(-c2nc3ccc(C(=O)c4ccccc4)cc3[nH]2)cc1 | -9 | 18 | -60 | 10 | -55 | 0 | -0.1 | -65 | -18 | -24 | -63
CCOc1ccc(N2C(=O)CC(NCCNc3ccc(C(=O)c4cccs4)cc3)C2=O)cc1 (stereo not given) | -14 | 0 | 0 | 7 | 1 | -2 | -0.1 | 7 | 0 | 0 | -25
COC(=O)c1ccc2c(c1)N(Cc1nc(-c3ccc(Cl)cc3)oc1C)C(=O)C1CCCN21 (stereo not given) | 0 | -15 | 0 | 5 | 23 | 2 | -0.6 | 29 | -5 | 19 | 1
